Tb PGK inh – blocks T. brucei phosphoglycerate kinase | P07378 | PGK/GAPDH coupled, Kinase-Glo luminescence, 60 min | Potency, µM (highest dose often 57.5 µM), inactives show top-dose activity change, negative = inhibition, actives largely listed as inhibitors | hit rate 0.043% among 380,000 | AID 602233; also: potency is read from the fitted curve at half-maximal effect; % is scaled to controls: 0 for no effect and ±100 for the full control effect; nearly all actives have a fitted effect of over 60% in size
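Luminescent ATP detection (Kinase-Glo Plus) follows a 60-minute room-temperature incubation, with wells lacking PGK as controls. Buffer: 100 mM TEA (pH 7.6), 5 mM MgCl2, 0.01% Tween-20. Coupling enzyme GAPDH (100 nM final) supplies unstable 1,3-BPG in-well.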
mIDH1 inhibitor – blocks human mutant IDH1 R132H enzyme; O75874; IDH1-R132H enzyme, NADPH consumption, diaphorase/resazurin fluorescence; Potency, µM (top dose mostly 76.6 µM), without a hit: at the highest dose activity change, negative = inhibition, hits mostly inhibitors; hit rate 0.093% among 390,000; also: potency is read from the fitted curve at half-maximal effect; % is scaled to controls: 0 for no effect and ±100 for the full control effect; nearly all actives have a fitted effect of over 65% in size
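IDH1-R132H (0.5 ug/mL) preincubated 30 min with compound, then NADPH (0.016 mM) and alpha-KG (2 mM) added; 80 min at RT, pH 7.5. Remaining NADPH coupled via diaphorase/resazurin to fluorescence (540/590 nm); concentration-response curves normalized to no-enzyme control.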
USP1 inh – USP1/UAF1 (human) deubiquitinase inhibition; O94782; recombinant USP1/UAF1, Ub-Rhodamine cleavage fluorescence; Potency, µM (series often up to 57.1 µM), for the others: top-dose activity change, negative = inhibition, most hits filed as inhibitors; hit rate 0.23% among 390,000; also: potency is read from the fitted curve at half-maximal effect; % is scaled to controls: 0 for no effect and ±100 for the full control effect; nearly all actives have a fitted effect of over 60% in size; inactives centre near -12
Target sequence (O94782 whole entry, looked up): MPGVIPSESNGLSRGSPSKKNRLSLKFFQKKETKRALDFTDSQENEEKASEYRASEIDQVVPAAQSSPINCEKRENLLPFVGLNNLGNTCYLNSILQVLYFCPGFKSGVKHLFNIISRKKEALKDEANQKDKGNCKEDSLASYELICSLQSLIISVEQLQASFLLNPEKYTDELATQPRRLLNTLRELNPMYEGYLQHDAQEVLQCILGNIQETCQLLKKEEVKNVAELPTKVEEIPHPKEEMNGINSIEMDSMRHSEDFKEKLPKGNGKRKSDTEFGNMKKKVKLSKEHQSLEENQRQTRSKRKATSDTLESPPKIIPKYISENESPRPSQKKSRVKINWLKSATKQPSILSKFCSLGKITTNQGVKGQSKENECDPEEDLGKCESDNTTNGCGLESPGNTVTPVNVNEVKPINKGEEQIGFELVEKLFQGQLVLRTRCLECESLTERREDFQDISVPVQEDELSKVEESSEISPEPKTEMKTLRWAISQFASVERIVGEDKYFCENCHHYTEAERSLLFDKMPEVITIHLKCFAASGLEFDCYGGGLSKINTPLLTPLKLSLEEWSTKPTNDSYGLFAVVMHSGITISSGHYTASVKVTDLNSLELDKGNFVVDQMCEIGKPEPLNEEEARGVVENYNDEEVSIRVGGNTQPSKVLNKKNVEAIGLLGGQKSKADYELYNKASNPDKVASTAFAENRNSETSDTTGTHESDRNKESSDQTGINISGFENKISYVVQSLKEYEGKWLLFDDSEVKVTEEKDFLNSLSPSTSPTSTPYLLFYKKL
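USP1/UAF1 complex (1 nM) preincubated 15 min at room temperature with compound, then Ub-Rho substrate (150 nM final) added. Kinetic fluorescence at 480/540 nm over 6 reads at 60 s intervals; 50 mM HEPES pH 7.8, 0.5 mM EDTA, 0.1 mg/ml BSA, 1 mM TCEP, 0.01% Tween-20.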
HP1b binding inh – inhibitors of HP1-beta chromodomain binding to methylated histone tails | P83916 | AlphaScreen HP1-beta / biotin-H3K9me3 peptide binding | Potency, µM (doses to about 114 µM), for the others: top-dose activity change, negative = inhibition, usual class: inhibitors | hit rate 0.56% among 390,000; also: potency is read from the fitted curve at half-maximal effect; nearly all actives have a fitted effect of over 70% in size; inactives centre near 23
Target sequence (P83916 whole entry, looked up): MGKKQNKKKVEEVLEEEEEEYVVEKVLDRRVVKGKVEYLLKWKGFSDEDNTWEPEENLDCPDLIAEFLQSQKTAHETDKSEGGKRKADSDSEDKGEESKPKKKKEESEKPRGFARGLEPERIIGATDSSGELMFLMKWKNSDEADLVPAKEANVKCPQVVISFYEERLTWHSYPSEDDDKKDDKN
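AlphaScreen: HP1-beta (50 nM) preformed 30 min with biotin-H3(1-18)K9me3 peptide (50 nM) in PBS pH 7.4, 0.01% Tween-20. Compound added for 30 min at RT, then streptavidin donor/nickel chelate acceptor beads (10 ug/mL) for 30 min.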
Pin1 inhibitor – human Pin1 inhibition. Potency, µM (titrated, usually from 115 µM), for the others: at the highest dose activity, negative = inhibition, most hits filed as inhibitors. Q13526. hit rate 0.009% among 390,000. AID 504891. Pin1 FP peptide displacement, HiFluor488, 10 min; active = well fitted inhibition curve with a large enough effect in the polarisation, with a control signal flat, not every such curve was filed as active; inconclusive = small, poorly fitted or top-dose-only effect, or effect the other way, or a change in a side signal; inactive = no such curve, though single readings can be large or run the other way; the % refers to the polarisation; also: potency is read from the fitted curve at half-maximal effect; % is scaled to controls: 0 for no effect and ±100 for the full control effect
PI4K2A inh – PI4K2A (human) kinase inhibition; purified PI4K2A, ADP-Glo luminescence, 1 h; hits give low values; activity change, negative = inhibition, % at 76.9 µM; hit rate 0.13% among 420,000; AID 1346378; in the data active = activity change below about -50%; inconclusive = mostly about -30% to -49%;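 also: -100% = wells without enzyme as full effect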
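ADP-Glo luminescence measured ADP generated by PI4K2A enzyme (4 ug/mL before mixing) with 1.2 mM PI substrate (pre-mix) and 300 microM ATP (pre-mix). Tris pH7.5 buffer with MgCl2, Triton X-100; 1 h reaction at ambient temperature.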
TrxR1 substrate – is turned over as a substrate by rat TrxR1 | Potency, µM (highest dose often 114 µM), for inactives: top-dose activity change, negative = substrate turnover | hit rate 0.01% among 390,000 | AID 588456 | purified TrxR1 substrate turnover, NADPH consumption readout; also: potency is read from the fitted curve at half-maximal effect; % is scaled to controls: 0 for no effect and ±100 for the full control effect; nearly all actives have a fitted effect of over 50% in size
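Rat TrxR1, dispensed at 90 nM, was prereduced with 400 uM NADPH (final) for 5 min at ~22 deg C, then incubated with compound 15 min before 400 uM selenite. A first-read NADPH fluorescence drop versus no-compound background flagged substrates.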
GLS inh – glutaminase GLS (human) inhibition. AID 624170. GLS enzymatic activity, qHTS titration. hit rate 0.21% among 410,000. O94925. Potency, µM (titrated, usually from 45.5 µM), for inactives: at the highest dose activity change, negative = inhibition, usual class: inhibitors; also: potency is read from the fitted curve at half-maximal effect; % is scaled to controls: 0 for no effect and ±100 for the full control effect
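Assay buffer: 45 mM KH2PO4 pH 8.2, 0.02% Tween-20. hKGA acts on L-glutamine (1 mM solution added); product glutamate is reported by an oxidase/peroxidase Amplex Red coupling, with fluorescence taken at baseline and 30 min.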
rTrxR1 inhibitor – blocks rat thioredoxin reductase 1; O89049; hit rate 1% among 390,000; recombinant rTrxR1, NADPH fluorescence consumption, selenite substrate; Potency, µM (series often up to 114 µM), inactives show top-dose activity change, negative = inhibition, most hits filed as inhibitors; also: potency is read from the fitted curve at half-maximal effect; % is scaled to controls: 0 for no effect and ±100 for the full control effect; nearly all actives have a fitted effect of over 65% in size
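Rat TrxR1 (90 nM in the dispensed reagent) was pre-reduced with 400 uM NADPH for 5 min at room temperature, then incubated with compound for 15 min. After 400 uM selenite was added, NADPH fluorescence (Ex 340/Em 450 nm) was followed for 8 min.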
Numbers without * were called inactive; i = inactive; ? = inconclusive; / = not tested or not shown; [ ] = dose if it differs, or a comment. Unless noted, calls follow the shape of the dose curve; as a rule, active = well fitted curve in the direction sought with a large enough effect; inconclusive = small, poorly fitted or top-dose-only effect, or another doubt; inactive = no such curve, though single readings can be large; an effect the other way counts as inactive or inconclusive. Some of the compounds tested (hit frequency here may not be typical).

SMILES	Tb PGK inh	mIDH1 inhibitor	USP1 inh	HP1b binding inh	Pin1 inhibitor	PI4K2A inh	TrxR1 substrate	GLS inh	rTrxR1 inhibitor
Cc1cc(C)c2cc(CN(CCO)Cc3nnnn3Cc3ccccc3)c(=O)[nH]c2c1	-10%	4%	-6%	41%[activator]	-5%	0	-13%	-1%	-30%
CCOC(=O)c1cc(OCC)c2c(ccc3ccccc32)n1	1%	6%	-14%	/	/	-1	/	0%	/
CC(NC(=O)C12CC3CC(CC(O)(C3)C1)C2)c1ccc(Cl)cc1Cl (centres undefined)	-2%	9%	-16%	18%	-3%	-1	2%	7%	20%
CC(C)C1=CC(=Nc2ccc(S(N)(=O)=O)cc2)C=C(C(C)C)C1=O	-10%	-3%	-7%	?	1%	-2	-11%	0%	3%
O=C(ON=C1CCN(S(=O)(=O)c2ccccc2)CC1)c1ccc(F)cc1	i	-1%	-20%	17%	0%	-3	3%	-8%	8%
Cc1ccc(CNC(=O)CCc2c(C)nc3nc(CNC(=O)OC(C)(C)C)nn3c2C)cc1	1%	25%	-15%	31%	0%	3	0%	6%	1%
CNc1ccccc1C(C)(C)c1cc(-c2cc(C)cc(C)c2)no1	-6%	1%	-13%	23%	7%	-6	-1%	-1%	14%
Cc1ccc(-c2nnn(CC(=O)N(CC3CCCO3)C(C(=O)NC3CCCC3)c3ccc(O)cc3)n2)o1 (centres undefined)	-7%	8%	-33%	-8%	-7%	-2	13%[57.1 µM]	4%	23%[57.1 µM]
Cc1ccc2c(CC(=O)OCc3nc(N)nc(Nc4ccccc4C)n3)coc2c1	9%	9%	-28%	13%	40%[activator]	2	-5%	4%	3%
CCOC(=O)c1c(NC(=O)c2ccc(S(=O)(=O)N3CCCC(C)C3)cc2)sc2c1CCN(C(C)C)C2 (centres undefined)	i	0%	-9%	18%	?	3	-3%[57.1 µM]	-3%	13%[57.1 µM]
CCC(=O)N1CCc2cc(OC)c(OC)cc2C1COc1ccc(C(=O)OC)cc1 (centres undefined)	i	6%	2%	-2%	5%	-3	-1%	3%	14%
COC(=O)c1nn(-c2ccc(OC)cc2)c(=O)c2c(N)sc(C)c12	-8%	-2%	-22%	?	1%	5	5%	-16%	6%[57.1 µM]
O=C(O)C1=C[C@H](c2coc3ccccc3c2=O)C[C@H](OCCCCO)O1	-2%	5%	-24%	50%[activator]	-1%	-8	10%	1%	26%
O=C(NCC(=O)N1CCC(Cc2ccccc2)CC1)c1ccccc1F	-7%	-3%	-7%	/	/	1	/	15%	/
CC(C)(C)OC(=O)CNC(=O)c1[nH]cnc1C(=O)NCC(=O)OCc1ccccc1	i	1%	-28%	39%	-2%	2	-6%	8%	4%
COc1ccc(OCC(=O)OCc2cc(=O)n3cc(C)sc3n2)cc1	3%	1%	-4%	5%	-2%	1	-5%[57.1 µM]	3%	-6%[57.1 µM]
O=C(O)c1ccc2oc(SCC(=O)N3CCCCC3)nc2c1	-7%	-8%	-11%	39%[activator]	-3%	3	13%[57.1 µM]	-3%	15%[57.1 µM]
COc1ccc(CCNS(=O)(=O)c2ccc(Cl)s2)cc1OC	-1%	2%	-2%	14%	0%	2	4%[11.4 µM]	-16%	21%[11.4 µM]
O=C(CN1C(=O)COc2ccc(S(=O)(=O)N3CCOCC3)cc21)N1CCN(c2ccc(F)cc2)CC1	-8%	-1%	-25%	23%	0%	2	4%	8%	11%
O=C1Nc2ccccc2S/C1=C/NCc1ccccc1Cl	-2%	3%	-7%	-24%	-11%	-5	-4%	7%	8%
O=C(NC12CC3CC(CC(C3)C1)C2)C1CC(=O)N(c2ccc(Br)cc2)C1 (centres undefined)	-6%	5%	-9%	?	9%	0	-4%	0%	-4%
O=C(COC(=O)Cc1ccc(S(=O)(=O)N2CCOCC2)s1)NCc1ccc(Cl)cc1	-14%	6%	-8%	-2%	35%[activator]	-12	-4%	7%	0%
Cc1ccc(C(=O)/C=C/Nc2cccc([N+](=O)[O-])c2)o1	-2%	9%	-2%	-13%	-2%	1	-9%	8%	3%
O=S1(=O)N=C(N2CCCC2)c2ccccc21	-4%	-3%	-18%	41%[activator]	-1%	-2	3%[2.29 µM]	-6%	15%[57.1 µM]
O=C1CC(c2nnc(Cc3ccc(Cl)cc3)o2)CN1c1ccccc1 (centres undefined)	-1%	?	-21%	9%	-3%	1	-6%	-4%	2%
COc1ccc(Nc2nc(C)cc(C)c2C(N)=O)c(OC)c1	-6%	2%	-25%	16%	2%	-2	8%	19%	9%
CC1CN(C2CCCCC2)c2nc3c(c(=O)[nH]c(=O)n3C)n2C1 (centres undefined)	-9%	3%	-4%	18%	2%	6	16%[57.1 µM]	-9%	26%[57.1 µM]
O=C(NCC(=O)N1CCC(N2CCCCC2)CC1)C1CCCCC1	-6%	0%	-27%	18%	0%	2	1%	5%	-5%
O=C(CN1CCc2ccccc21)NC(=O)NC1CCCCC1	3%	0%	-12%	23%	-1%	-1	-5%	4%	-4%
Cc1sc2ncn(CC(=O)N3CCN(c4ccc(F)cc4)CC3)c(=O)c2c1S(=O)(=O)N1CCN(c2ncccn2)CC1	-4%	0%	-23%	14%	27%	0	0%	7%	21%
Cc1ccc(S(=O)(=O)N(C)c2ccc(NS(C)(=O)=O)cc2)cc1	0%	3%	-14%	22%	6%	8	9%[57.1 µM]	3%	15%[57.1 µM]
COc1ccc(C(=O)OCC(=O)NCc2ccco2)cc1OC	-28%	3%	-11%	16%	?	-6	-5%	-15%	?
O=C(COC(=O)c1nc(Cl)ccc1Cl)c1ccc(Cl)s1	/	3%	-4%	39%[activator]	-16%	-3	-1%	13%	2%
OCc1cn(-c2ccccc2)nc1-c1cccnc1	2%	20%	-8%	21%	-2%	-3	-3%	16%	9%
NS(=O)(=O)c1ccc(CCNC(=O)COC(=O)/C=C/c2cc(Br)ccc2F)cc1	-2%	9%	?	11%	4%	2	16%[57.1 µM]	?	12%
COc1ccccc1NC(=O)Cn1nnc(C(=O)Nc2ccccc2)c1N	-8%	2%	-3%	36%	?	7	-8%	3%	-5%
O=C(CC1c2ccccc2Oc2ccccc21)Nc1ccccc1F	-2%	21%	-2%	10%	-4%	-5	3%[57.1 µM]	0%	12%[57.1 µM]
Cc1cc(C(=O)COC(=O)CC2Sc3ccccc3NC2=O)c(C)n1-c1ccc(Br)cc1 (centres undefined)	-3%	13%	4%	-2%	?	0	-12%	8%	-10%
CC1=C(C(=O)OCc2ccccc2)C(/C=C/c2ccccc2)N2C(=O)CCSC2=N1 (centres undefined)	0%	-1%	-23%	38%	31%[activator]	-3	-8%	-6%	-24%
COC(=O)c1cccc([N+](=O)[O-])c1CS(=O)(=O)c1ccc(C)cc1	-9%	-3%	-5%	18%	-8%	3	8%[57.1 µM]	-5%	10%[57.1 µM]
CC1(C)Cc2nc3oc4c(NCCCN5CCOCC5)ncnc4c3cc2CO1	3%	-3%	-7%	-7%	1%	-11	64%[activator]	4%	-8%
N#Cc1c(Nc2ccccc2)c(C=O)c[nH]c1=O	-8%	-5%	-23%	4%	-24%	-1	-3%	2%	-6%
CN(C)Cc1ccccc1Sc1cccc2ccccc12	-3%	4%	-12%	-10%	0%	-1	4%	-5%	1%
CCOc1ccc(CCNC(=O)c2cc(Nc3ccc(C)cc3C)nc3ccccc23)cc1OCC	i	0%	-17%	47%[activator]	-5%	2	6%	-3%	29%
CCc1nc(C#N)c(N2CCOCC2)o1	-3%	-13%	-2%	33%	0%	-2	7%	-6%	9%[57.1 µM]
O=C(NNC(=O)c1ccc(F)c(S(=O)(=O)N2CCOCC2)c1)c1ccc(Br)cc1	-5%	-11%	-11%	36%[activator]	5%	4	2%	11%	16%
N#C/C(=C\c1c(Cl)cccc1Cl)c1nc2ccccc2o1	-4%	8%	-6%	-23%	24%	1	11%	11%	-2%
C[C@H](CO)N1C[C@H](C)[C@@H](CN(C)Cc2ccc(F)cc2)Oc2ncc(Br)cc2C1=O	0%	6%	-15%	/	/	-4	/	3%	/
Cc1cc(O)ccc1NC1=CC(=O)CC(C)(C)C1	10%	3%	3%	31%	-4%	-7	-3%[57.1 µM]	?	-14%[57.1 µM]
CC(=O)N1CCOc2ccc(S(=O)(=O)N(C)c3ccc(C)cc3)cc21	-2%	7%	-3%	21%	0%	6	-3%[57.1 µM]	-17%	11%[57.1 µM]
CCC(Oc1ccccc1F)C(=O)Nc1cc(-c2ccccc2)no1 (centres undefined)	-10%	14%	-6%	83%[activator]	1%	0	-8%	-13%	13%
COCCN(C(=O)CCC(=O)Nc1ccccn1)C(C(=O)NCCC(C)C)c1ccc(OC)cc1 (centres undefined)	-3%	6%	-18%	48%[activator]	2%	-4	-4%[57.1 µM]	-7%	15%[57.1 µM]

Source: PubChem BioAssay
